Screens: PubChem, National Center for Advancing Translational Sciences (NCATS)
A-T KAP1 phos: potential ataxia-telangiectasia treatments restoring KAP-1 phosphorylation; […] A-T fibroblasts, KAP-1 phosphorylation AlphaLISA; neocarzinostatin DNA damage 30 min before lysis; Potency, µM (series often up to 57.5 µM), without a hit: at the highest dose activation, actives largely listed as activators; 0.19% of 320,000 active; AID 485349; also: potency is read from the fitted curve at half-maximal effect; % of control where 0% means no effect; nearly all actives have a fitted effect of over 45% in size
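ATM-like activity read as KAP-1 phosphorylation via AlphaLISA donor/acceptor antibody pairs after lysis and 6 hr at 25C. Cells were ATM-null patient fibroblasts ([…], hTERT), dosed 60 min, then exposed to the DSB inducer NCS for 30 min.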
ELG1 repair inh: blocks ELG1-dependent DNA repair in HEK293T cells; HEK293T ELG1-luciferase reporter, luminescence, 16 h; DNA damage induced by 5-fluorouridine; Potency, µM (doses to about 46.1 µM), without a hit: top-dose activity change, negative = inhibition, most hits filed as inhibitors; 2.3% of 330,000 active; AID 504467; also: potency is read from the fitted curve at half-maximal effect; % is scaled to controls: 0 for no effect and ±100 for the full control effect; nearly all actives have a fitted effect of over 55% in size
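Reporter activity after DNA damage by 5-fluorouridine is monitored. Compound-treated cells incubate 16 hr at 37 °C, then ONE-Glo is added for 30 min before luminescence reading.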
TCR act: T cell receptor activation. primary human leukocytes, anti-CD3, IL-2 HTRF, 48 h. Potency, µM (top dose mostly 9.22 µM), without a hit: at the highest dose activation of IL-2 secretion, usual class: activators. 330,000 tested, under 10 active. AID 504894; also: % of control where 0% means no effect
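TCR engagement came from a-CD3 beads alone, with compounds added to primary human leukocytes for 48 hr. Secreted IL-2 bridged europium cryptate- and d2-labelled anti-IL-2 antibodies, giving FRET emission at 665nm after 320nm excitation.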
KCNH2 3.1 inh: inhibitors of human KCNH2 3.1 potassium channel isoform | U2OS KCNH2 3.1, thallium flux FluxOr; hits give low values | activity change, % (tested at about 1.8 µM) | 0.95% of 340,000 active | AID 720553;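 active = maximum activity change below -70%; inconclusive = maximum activity change from -70% to -50%; inactive = maximum activity change above -50%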;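 also: thallium influx rate constant from kinetic fluorescence after stimulation buffer; % is scaled to controls: 0 for no effect and ±100 for the full control effect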
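We transduce U2OS cells with the mutant 3.1 virus, culture them overnight, load FluxOr with Red40 quencher for 45 min, then add stimulation buffer and read kinetically for 2 min to derive a normalized rate constant.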
Mito fusion act: mitochondrial division inhibition or fusion activation; S. cerevisiae fusion-defective mutant growth rescue, CellTiterGlo 48 h; Potency, µM (titrated, usually from 46.1 µM), inactives show top-dose growth rescue (activation), usual class: activators; 0.23% of 320,000 active;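 also: potency is read from the fitted curve at half-maximal effect; % of control where 0% means no effect; nearly all actives have a fitted effect of over 45% in size; temperature-sensitive fusion mutants such as fzo1-1 at 37 °C on non-fermentable ethanol glycerol medium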
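Read-out: ATP-based luminescence (CellTiterGlo, 10 min ambient) reporting growth of fusion-defective ts yeast after 48 hours at 37C on glycerol/ethanol YPEG medium in the presence of compound.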
TSHR antagonist: human thyrotropin receptor antagonism. P16473. TSHR-expressing cells, TSH-stimulated cAMP HTRF, 2 h; hits give low values. activity change, negative = inhibition, % at 11.5 µM. 0.2% of 330,000 active. AID 504810;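 active = activity change below a set negative limit, meaning inhibition stronger than a set level, cut at about -70% in these data; inconclusive = activity change between two set negative limits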; also: % is scaled to controls: 0 for no effect and ±100 for the full control effect
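TSHR-expressing cells, 200/well, pre-treated with compound, then stimulated with EC80 TSH (4nM final) for 2 hours at 37 deg C. cAMP measured by competitive HTRF: anti-cAMP cryptate antibody in lysis buffer plus cAMP-d2, read after 30 minutes at room temperature.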
Eya2 inh: Eya2 (human) phosphatase inhibition. recombinant Eya2, OMFP fluorescence dephosphorylation (OMFP is methylfluorescein phosphate). AID 488837. O00167. 0.006% of 330,000 active. Potency, µM (doses to about 76.9 µM), for the others: at the highest dose activity, negative = inhibition, actives largely listed as inhibitors; also: potency is read from the fitted curve at half-maximal effect; % is scaled to controls: 0 for no effect and ±100 for the full control effect
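Eya2 (0.2 uM) preincubated 10 min at ambient with compound, then OMFP substrate added at 50 uM; 10 min reaction in 50 mM HEPES pH 7.5, 50 mM NaCl, 5 uM MgCl2, 0.05% BSA, 1 mM DTT. Fluorescence read at Ex 485/Em 525 nm.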
TRPV1 ag: activates the human vanilloid receptor TRPV1 | TRPV1-expressing cells, Fluo-8 calcium influx, agonist mode | activation, % at 8.33 µM | 0.19% of 320,000 active | AID 540275; in the data active = activation above about 80%; inconclusive = between about 30% and that limit; also: 0% is about no effect
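Fluo-8 calcium influx in TRPV1-expressing cells, kinetic read (ex 480/em 520 nm). Compound added and read 3 min for agonist activity, followed by capsaicin at EC20 final and 2 min further read for enhancement.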
KCNH2 WT inh: KCNH2 (human, wildtype) channel inhibition. Q12809. U2OS, BacMam KCNH2, thallium flux FluxOr; hits give low values. activity change, % at 1.84 µM. 0.37% of 340,000 active;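 active = maximum activity change below -70%; inconclusive = maximum activity change between -70% and -50%; inactive = maximum activity change above -50%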; also: % is scaled to controls: 0 for no effect and ±100 for the full control effect
Target sequence (Q12809 whole entry, looked up): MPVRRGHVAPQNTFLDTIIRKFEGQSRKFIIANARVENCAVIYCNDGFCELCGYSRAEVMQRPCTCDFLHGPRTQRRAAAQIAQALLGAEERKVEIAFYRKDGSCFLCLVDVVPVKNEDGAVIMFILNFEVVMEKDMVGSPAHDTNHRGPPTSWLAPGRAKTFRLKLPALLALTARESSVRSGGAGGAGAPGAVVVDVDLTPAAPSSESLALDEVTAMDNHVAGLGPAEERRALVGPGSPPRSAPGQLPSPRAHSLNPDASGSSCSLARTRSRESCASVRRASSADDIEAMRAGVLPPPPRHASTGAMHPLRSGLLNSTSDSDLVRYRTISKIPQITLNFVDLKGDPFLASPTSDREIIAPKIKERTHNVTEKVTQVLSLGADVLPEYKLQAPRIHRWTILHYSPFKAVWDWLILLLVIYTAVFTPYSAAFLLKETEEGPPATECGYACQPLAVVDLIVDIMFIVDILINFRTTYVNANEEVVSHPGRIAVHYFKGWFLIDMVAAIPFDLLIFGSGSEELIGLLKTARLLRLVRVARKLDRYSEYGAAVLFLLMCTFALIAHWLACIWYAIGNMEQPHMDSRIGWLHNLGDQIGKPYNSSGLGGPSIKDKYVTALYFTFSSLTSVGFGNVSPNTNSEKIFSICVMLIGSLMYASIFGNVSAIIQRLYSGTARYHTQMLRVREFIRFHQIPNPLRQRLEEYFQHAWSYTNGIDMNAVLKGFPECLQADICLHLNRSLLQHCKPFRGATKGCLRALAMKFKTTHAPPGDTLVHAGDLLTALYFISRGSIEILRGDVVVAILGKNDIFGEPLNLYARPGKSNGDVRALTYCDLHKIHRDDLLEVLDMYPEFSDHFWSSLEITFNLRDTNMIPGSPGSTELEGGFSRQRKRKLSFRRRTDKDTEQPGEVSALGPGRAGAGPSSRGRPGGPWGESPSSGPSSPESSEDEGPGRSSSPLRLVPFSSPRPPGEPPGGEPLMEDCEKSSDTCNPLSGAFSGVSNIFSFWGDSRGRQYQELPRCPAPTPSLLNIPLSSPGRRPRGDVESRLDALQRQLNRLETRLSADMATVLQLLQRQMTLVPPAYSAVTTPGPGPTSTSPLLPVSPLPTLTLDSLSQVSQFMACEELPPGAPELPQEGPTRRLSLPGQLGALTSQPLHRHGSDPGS
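U2OS cells were transduced with wild-type KCNH2 virus (2.03 x 10^8 / mL) for 4 h at room temperature, then cultured overnight at 37 C. Thallium flux was read with FluxOr dye. Rate constants were normalized to DMSO controls.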
USP2a block: inhibitors of human ubiquitin-specific protease USP2a; O75604; USP2 core, Ub-CHOP2 coupled fluorogenic reporter, 485/531; Potency, µM (doses to about 38.3 µM), for inactives: top-dose activity change, negative = inhibition, usual class: inhibitors; 0.01% of 330,000 active;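 also: potency is read from the fitted curve at half-maximal effect; plate controls were DMSO wells for no effect and full inhibition by NEM control for full effect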
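USP2 core (10nM final) preincubated 30min RT with compound in 20mM Tris-HCl pH 8.0, 2mM CaCl2, 2mM beta-mercaptoethanol, 0.05% CHAPS; 25nM Ub-CHOP2 plus 25nM reporter substrate added, fluorescence (Ex485/Em531) read after 60min.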
Starred values were filed as active, the others as inactive; ? = inconclusive; · = not tested or not shown; [ ] = remark or other dose. Unless noted, calls follow the shape of the dose curve; as a rule, active = well fitted curve in the direction sought with a large enough effect; inconclusive = small, poorly fitted or top-dose-only effect, or another doubt; inactive = no such curve, though single readings can be large; an effect the other way counts as inactive or inconclusive. Only part of the results is shown; the hit share may differ from the screen's.

SMILES | A-T KAP1 phos | ELG1 repair inh | TCR act | KCNH2 3.1 inh | Mito fusion act | TSHR antagonist | Eya2 inh | TRPV1 ag | KCNH2 WT inh | USP2a block
CC1CCCC(C)N1C(=O)c1ccccc1Nc1ccc(SC(F)F)cc1 (configuration not stated) | 7% | -5% | -2% | -33 | -11% | 9 | -18% | ? | -8 | -5%
COc1ccc(OC)c(/C=N/Nc2cc(C)nc(N3CCOCC3)n2)c1 | 16% | -14% | 5% | -3 | -2% | -45 | 2% | -1 | -1 | 5%
CCOC(=O)N1CCN(Cc2nc(C3CC3)no2)CC1 | -2% | ? | 1% | 3 | 2% | -4 | -17% | -4 | -9 | -1%
CCC(C)NCC(=O)Nc1ccc(S(N)(=O)=O)cc1 (configuration not stated) | 2% | -13% | 1% | -4 | -2% | -1 | 1% | 1 | -12 | 5%
CC(Nc1cc(C)cc(C)c1)=[N+](C)CCNS(=O)(=O)c1ccc(Cl)cc1 | 2% | -2% | -3% | -95* | -5% | -4 | 0% | 3 | 15 | -1%
O=C(NCCCn1ccnc1)c1ccc(COc2ccccc2)o1 | -25% | 2% | 1% | 1 | 1% | 4 | -6% | 1 | -1 | -1%
COc1ccc(C2CC(c3ccc4ccccc4c3)=NN2C(=O)CN2C(=O)CCC2=O)cc1 (configuration not stated) | -8% | -7% | 0% | 7 | 20% | 5 | 1% | -2 | 19 | -6%
CCNC(=O)NC(=O)C(C)Sc1nc2ccccc2n1CC(C)C (configuration not stated) | -2% | -22% | 2% | -2 | 1% | 0 | 13% | 22 | 0 | -1%
O=C(Nc1ccccn1)c1ccc(Cl)s1 | -2% | ? | -7% | 19 | -1% | 0 | 14% | 28 | 9 | -1%
CC(C)NC(=O)NC(=O)CSc1nnc(-c2c[nH]c3ccccc23)o1 | 14% | -4% | -4% | -13 | 2% | -14 | -5% | 1 | 6 | -1%
COC1(NS(=O)(=O)c2ccc(Br)cc2)C(C)=CC(=O)C=C1C | -2% | 0% | -3% | 21 | -3% | 3 | -12% | ? | 12 | 0%
CCOC(=O)c1ccc(NC(=O)N2CCN(c3ccccn3)CC2)cc1 | -4% | ? | -4% | 3 | 0% | 4 | -1% | -1 | 9 | 1%
COc1cc([N+](=O)[O-])ccc1NC(=O)Cc1ccc(C)cc1 | 3% | ? | -9% | -3 | 6% | -8 | -5% | 0 | 1 | -2%
CCn1c(C)cc2c(c1=O)C(c1ccc3c(c1)OCO3)C(C#N)=C(N)O2 (configuration not stated) | -3% | -2% | · | -7 | 2% | 12 | 15% | 3 | -10 | 0%
Cc1cc(NC(=O)C(C)SCC(=O)Nc2ccccc2N2CCCCC2)no1 (configuration not stated) | 2% | -19% | -9% | -2 | 13% | -13 | -16% | 9 | -5 | 3%
COc1ccc(NC(=O)Cn2cnc3c(cnn3-c3ccc(C)c(C)c3)c2=O)c(OC)c1 | 4% | 3% | 2% | -14 | -5% | 56 | -10% | 11 | 2 | 0%
O=[N+]([O-])c1ccccc1/C=C/CN1CCC(O)CC1 | 6% | 1% | 4% | 6 | 2% | -1 | ? | 1 | 3 | -1%
O=C(NCCc1ccccn1)C(F)(F)C(F)(F)C(F)(F)C(F)(F)C(F)(F)C(F)(F)C(F)(F)C(F)F | 6% | 2% | -2%[46.1 µM] | -8 | 9% | 48 | -18% | 3 | -4 | -23%
CC(=O)Nc1ccc(C(=O)Nc2nc(-c3cccnc3)cs2)cc1 | -3% | 1% | 0% | 0 | -4% | -6 | 25% | -4 | -26 | 11%
C[C@H](CO)N1C[C@H](C)[C@@H](CN(C)S(=O)(=O)c2cn(C)cn2)Oc2ccc(NC(=O)Cn3cnnn3)cc2C1=O | 2% | 7% | 2% | 2 | · | -2 | 8% | · | -1 | ?
CNc1ccc(Br)cc(C(=O)/C=C/c2cccc(Cl)c2Cl)c1=O | 4% | 0% | 5% | 2 | 12% | -14 | -8% | 0 | -6 | 0%
N#CC1(NC(=O)COC(=O)c2cc([N+](=O)[O-])ccc2N2CCOCC2)CCCCC1 | -3% | 2% | -2% | -3 | 1% | 10 | 7% | 29 | 10 | 0%
Cc1ccc2nc(NC(=S)NC(=O)c3ccco3)sc2c1 | 15% | ? | 6% | 17 | 4% | -12 | 9% | 5 | -24 | 1%
O=C(COC(=O)c1cc([N+](=O)[O-])ccc1N1CCOCC1)Nc1c(Cl)cccc1C(F)(F)F | 3% | 1% | -2% | 16 | 0% | 1 | -11% | -2 | 10 | -6%
Oc1ccc(-c2cn3ccccc3n2)cc1 | 0% | ? | 1% | 13 | 3% | -7 | -5% | 0 | 10 | -4%
Cc1ccc(C(C[N+](=O)[O-])c2c(C)[nH]n(-c3ccccc3)c2=O)cc1 (configuration not stated) | 5% | 3% | 4%[46.1 µM] | 2 | -2% | 0 | 0% | 4 | -2 | 8%
Cc1occc1C(=O)N(C)CC1CCCN(CCc2ccccc2F)C1 (configuration not stated) | 10% | 18% | 3% | -7 | 1% | 37 | -11% | -5 | 18 | -4%
CCOc1ccc(NC(=O)COC(=O)c2ccc3c(c2)OCCO3)cc1 | 4% | -3% | 7% | 5 | -1% | -2 | -17% | 1 | -6 | 1%
Cc1cc2nc(Sc3c([N+](=O)[O-])nc(C)n3Cc3ccccc3)[nH]c2cc1C | 2% | ? | -3%[46.1 µM] | -2 | -4% | 9 | -7% | 14 | 12 | 0%
Cc1nn(C)c(C)c1S(=O)(=O)N(CC(=O)N1CCc2ccccc2C1)c1ccc(C(C)C)cc1 | 1% | ? | -4% | -17 | 0% | 11 | 10% | -1 | 0 | 3%
CCN(C(=O)CSc1nc2ccccc2o1)c1c(N)n(Cc2ccccc2)c(=O)[nH]c1=O | 10% | ? | 1% | 1 | -9% | 2 | -8% | -6 | 1 | -1%
C[C@]12CC[C@@H]3c4cc(O)c(O)cc4CC[C@H]3[C@@H]1CC[C@@H]2O | · | · | 2% | 2 | 17% | -8 | -23% | 3 | -35 | 1%
COc1ccc(-c2nnc3n2N=C(C)CS3)cc1OC | -3% | 12% | 3% | 12 | -2% | 11 | -6% | -1 | 2 | -2%
Cc1ccccc1N1C(=O)CC(N2CCC(C(N)=O)CC2)C1=O (configuration not stated) | -3% | 0% | -6% | 5 | -14% | 5 | -22% | 3 | 1 | 0%
O=C(Cn1c2ccccc2c2nc3n(c(=O)c21)CCS3)Nc1ccccc1 | 1% | ? | 0% | -1 | -5% | 2 | -18% | 0 | -23 | 3%
CCCC[C@@H](CNC)NC[C@H](Cc1ccc(O)cc1)NCCc1ccc(OCC)cc1 | -2% | 22% | -4% | -71* | -3% | -4 | -7% | 4 | -24 | 2%
O=C1CC(C(=O)Nc2ccc(Cl)c(Cl)c2)S/C(=N\N=C\c2ccco2)N1 (configuration not stated) | 6% | -11% | 4% | -8 | 0% | 3 | 6% | 0 | -5 | 0%

Entries of single compounds, looked up by structure. Order of screens: A-T KAP1 phos | ELG1 repair inh | TCR act | KCNH2 3.1 inh | Mito fusion act | TSHR antagonist | Eya2 inh | TRPV1 ag | KCNH2 WT inh | USP2a block
CCN(C(=O)CSc1nc2ccccc2o1)c1c(N)n(Cc2ccccc2)c(=O)[nH]c1=O as listed: 10% | ? | 1% | 1 | -9% | 2 | -8% | -6 | 1 | -1%
O=C(Cn1c2ccccc2c2nc3n(c(=O)c21)CCS3)Nc1ccccc1 as listed: 1% | ? | 0% | -1 | -5% | 2 | -18% | 0 | -23 | 3%

A stretch from the list above, as a working copy:
SMILES | A-T KAP1 phos | ELG1 repair inh | TCR act | KCNH2 3.1 inh | Mito fusion act | TSHR antagonist | Eya2 inh | TRPV1 ag | KCNH2 WT inh | USP2a block
CC1CCCC(C)N1C(=O)c1ccccc1Nc1ccc(SC(F)F)cc1 (configuration not stated) | 7% | -5% | -2% | -33 | -11% | 9 | -18% | ? | -8 | -5%
COc1ccc(OC)c(/C=N/Nc2cc(C)nc(N3CCOCC3)n2)c1 | 16% | -14% | 5% | -3 | -2% | -45 | 2% | -1 | -1 | 5%
CCOC(=O)N1CCN(Cc2nc(C3CC3)no2)CC1 | -2% | ? | 1% | 3 | 2% | -4 | -17% | -4 | -9 | -1%
